CYP2C19 activ: human CYP2C19 activators, primary screen, biochemical, luminescence. Cytochrome P450 2C19 (Homo sapiens), P33261. recombinant CYP2C19, luciferin-H EGE luminescence; active compounds read high; 0 = fully inhibited enzyme, 1 = untreated enzyme. 96,000 tested, under 10 active. activation factor at 5 µM;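 active = activation factor of at least 2 at 5 µM in the primary screen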;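 also: 0 = wells with 2.5 mM tranylcypromine and 1 = vehicle-only wells; values of inactives mirror those of a sister screen read the other way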
Target sequence (P33261 whole entry, looked up): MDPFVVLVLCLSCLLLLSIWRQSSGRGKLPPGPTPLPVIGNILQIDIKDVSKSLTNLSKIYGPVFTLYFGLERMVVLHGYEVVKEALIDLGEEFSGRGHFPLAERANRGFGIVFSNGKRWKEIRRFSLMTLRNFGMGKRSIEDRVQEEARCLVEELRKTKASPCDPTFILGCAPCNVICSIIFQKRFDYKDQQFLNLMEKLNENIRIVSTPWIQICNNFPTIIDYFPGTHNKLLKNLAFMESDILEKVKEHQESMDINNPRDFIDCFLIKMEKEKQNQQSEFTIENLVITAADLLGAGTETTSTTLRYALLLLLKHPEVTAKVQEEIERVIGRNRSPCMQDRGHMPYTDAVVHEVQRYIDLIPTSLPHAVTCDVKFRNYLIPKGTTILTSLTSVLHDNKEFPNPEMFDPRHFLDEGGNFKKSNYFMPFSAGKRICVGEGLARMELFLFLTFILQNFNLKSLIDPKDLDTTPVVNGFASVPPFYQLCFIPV
Candida biofilm: clotrimazole potentiators killing Candida biofilms, primary screen, with clotrimazole, Alamar Blue; C. albicans biofilm + clotrimazole; inhibition, % at 6 µM; 0.14% of 85,000 active; AID 834, 2007;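 active = inhibition above 20%; inactive = inhibition below 20%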;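 also: preformed 24 hr biofilms exposed to compound for 48 hr; 0% = biofilm without compound and 100% = blank killed by clotrimazole plus chlorhexidine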
DAT uptake mod: changed hDAT dopamine uptake under cocaine IC80, either direction, primary screen, cocaine antagonist project, cell-based, LLC-PK1 hDAT, [14C]-dopamine uptake, MLSMR; LLC-PK1 hDAT cells, [14C]-dopamine uptake with cocaine IC80; actives deviate in either direction; B-score at 10 µM; 1.3% of 110,000 active; AID 449768, 2010; Sodium-dependent dopamine transporter (Homo sapiens), Q01959;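 active = Z score or B-score, a plate-position-corrected score, falls beyond the plate's 99.7% confidence bounds, in either direction; inactive = both scores lie inside the 99.7% bounds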;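 also: scored against the spread of the other compound wells on the same plate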
VCAM1 TNFa inh: inhibitors of TNFa-induced VCAM1 expression, primary screen, imaging, HUVEC, TNFa stimulus, immunofluorescence. HUVEC TNFa-induced VCAM-1 immunofluorescence, high-content imaging. inhibition, % at 2 µM. 0.48% of 95,000 active;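 active = inhibition above the batch mean plus 3 SD, with images confirmed as a hit by eye, cut at about 37% in these data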;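 also: 0% = TNF-stimulated DMSO wells and 100% = unstimulated control wells; not every result past the cut was called active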
HUVEC tox TNFa: cytotoxicity in TNFa-stimulated HUVEC, primary screen, cytotoxicity control for VCAM1 expression modulator project, imaging, Hoechst nuclei count; 0.17% of 93,000 active; HUVEC TNFalpha-stimulated, Hoechst cell count; cell count reduction, % at 2 µM;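 active = cell count reduction exceeding the screen mean by over 5 SD, scaled to untreated wells per plate, cut at about 78% in these data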;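 also: cells counted after 24 h of TNF alpha exposure following the 1 h pretreatment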
CYP2C9 act: human CYP2C9 activators, primary screen, biochemical, luminescence; Cytochrome P450 2C9 (Homo sapiens), P11712; recombinant CYP2C9, luciferin-H conversion; active compounds read high; factor 1 = untreated enzyme, 0 = blocked; activation factor at 5 µM; 1.4% of 96,000 active; AID 1024, 2008;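 active = activation factor of 2 or more for CYP2C9 at a 5 µM dose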;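 also: 0 = sulfaphenazole-blocked wells and 1 = vehicle-only wells; values of inactives mirror those of a sister screen read the other way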
Target sequence (P11712 whole entry, looked up): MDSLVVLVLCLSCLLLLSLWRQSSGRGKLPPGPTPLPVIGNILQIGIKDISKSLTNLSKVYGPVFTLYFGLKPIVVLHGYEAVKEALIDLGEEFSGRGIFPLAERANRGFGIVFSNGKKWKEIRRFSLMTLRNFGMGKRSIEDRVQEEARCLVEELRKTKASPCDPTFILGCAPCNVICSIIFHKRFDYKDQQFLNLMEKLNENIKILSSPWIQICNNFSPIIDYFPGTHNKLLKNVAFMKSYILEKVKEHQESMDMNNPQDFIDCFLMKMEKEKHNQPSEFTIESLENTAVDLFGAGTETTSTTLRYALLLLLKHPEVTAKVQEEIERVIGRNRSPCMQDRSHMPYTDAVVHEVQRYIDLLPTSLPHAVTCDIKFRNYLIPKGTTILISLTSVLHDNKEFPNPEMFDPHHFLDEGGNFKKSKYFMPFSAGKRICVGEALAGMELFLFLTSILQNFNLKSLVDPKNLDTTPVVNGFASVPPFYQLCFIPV
CYP2C19 inhib: blockers of cytochrome P450 2C19 activity – biochemical, luminescence, ADME assay, primary screen | inhibition, % at 5 µM | AID 778, 2007 | P33261 | 21% of 96,000 active | CYP2C19 Supersomes, luciferin-H EGE luminescence, 30 min;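 active = CYP2C19 inhibition above a set limit at 5 µM in the primary screen, cut at about 50% in these data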;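 also: plate controls were negative control wells for no effect and 2.5 mM tranylcypromine positive control for full effect; values of inactives mirror those of a sister screen read the other way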
CYP2C9 inh: blockers of cytochrome P450 2C9 activity – biochemical, luminescence, ADME assay, primary screen; 20% of 96,000 active; CYP2C9 Supersomes, luciferin-H conversion; P11712; AID 777, 2007; inhibition, % at 5 µM;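 active = blocking of liver enzyme CYP2C9 beyond about 50% at 5 µM, limit read from the data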; also: values of inactives mirror those of a sister screen read the other way
HUVEC tox IL1B: cytotoxicity in IL-1B stimulated HUVEC, primary screen, cytotoxicity control for IL-1B NFkB translocation project, imaging, Hoechst nuclear count, IL-1B stimulus. cell count reduction, % at 2 µM. 0.41% of 94,000 active. AID 845, 2007. HUVEC cell count loss;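 active = cell count reduction more than 3 SD above the screen-wide mean, cut at about 70% in these data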;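 also: normalized per plate to untreated control cells as the no-loss baseline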
* hit, by the source's call; . = not tested or not shown.

SMILES	CYP2C19 activ	Candida biofilm	DAT uptake mod	VCAM1 TNFa inh	HUVEC tox TNFa	CYP2C9 act	CYP2C19 inhib	CYP2C9 inh	HUVEC tox IL1B
Cc1cc(C)n2nc(SCC(=O)N(C(C)C)C(C)C)nc2n1	0.9	1	-8.9*	.	.	1	10	1	.
CC(C)CCn1cnc2c([nH]c3cccc(Cl)c32)c1=O	0.7	3	-1.5	2	-22	0.5	27	50*	-28
CCCCc1cc(=O)oc2cc(OCc3nn[nH]n3)c(Cl)cc12	0.6	8	0.76	-9	-8	0.2	44	80*	63
CN1C(=O)C(O)(c2sc(N)nc2-c2ccccc2)c2ccccc21 (stereo unspecified)	0.7	1	-0.65	-8	-10	0.9	26	12	0
CCOC(=O)C(NCc1ccccc1)(NC(=O)c1ccccc1)C(F)(F)F (stereo unspecified)	0.5	11	-0.27	-10	-8	0.6	52*	37	-8
CCN1CCN(C(=O)CCc2nc3ccccc3c(=O)[nH]2)CC1	1	1	-0.065	-15	-3	0.9	1	6	2
Cc1nc2nc(-c3ccco3)nn2c(C)c1Cl	1.1	1	1.1	28	18	1	-6	-2	3
Nc1ccc(Nc2ccncc2[N+](=O)[O-])cc1	0.8	1	1.4	9	-11	0.6	20	41	0
O=C(NCc1ccc2c(c1)OCO2)C1CCN(S(=O)(=O)c2cccs2)CC1	0.9	8	-0.011	12	-20	0.7	9	30	5
COC(=O)c1sccc1NC(=O)C1CC=CCC1C(=O)O (stereo unspecified)	1	-1	0.28	4	1	0.9	-1	14	10
Cc1ccc(OCCN2C(=O)c3ccccc3C2=O)c(C)c1	0.8	0	-0.85	9	13	1	23	-2	-3
CCCCOc1ccc(CSc2n[nH]c(C)n2)cc1	0.6	-3	0.78	5	-8	0.7	38	28	-24
CCOC(=O)c1ccccc1NS(=O)(=O)c1ccc(OCC)cc1	0.3	7	-0.67	5	-36	0.6	70*	40	23
CC(NC(=O)Cc1ccsc1)c1ccc(S(N)(=O)=O)cc1 (stereo unspecified)	1.1	4	-0.14	.	.	1	-9	1	.
CCCC(=O)Nc1ccccc1-c1nnn(CC(=O)Nc2ccc(OC)cc2)n1	0.8	7	-0.19	-8	13	0.7	20	33	-25
CCn1c2ccccc2c2nn(C)c(=N)nc21	1	.	1.1	15	-13	1.1	-5	-6	-15
COC(=O)c1ccc(N/C(C)=C/C(=O)c2ccc(C)o2)cc1	1	3	-0.64	7	-29	1	0	-3	24
CC1CN(S(=O)(=O)c2ccccc2)C(C)CN1S(=O)(=O)c1ccccc1 (stereo unspecified)	.	4	1.4	-8	23	.	.	.	-48
Cc1cc2c(cc1C)NC1(C(=O)Nc3ccccc31)C1=C(CC(C)(C)CC1=O)N2 (stereo unspecified)	1.1	1	-0.17	12	-12	1.2	-11	-24	-24
CCn1c(=O)cc(OCC(=O)NCc2ccc(C)o2)c2ccccc21	1	.	0.44	25	6	1.3	2	-29	-23
CCCc1cc(C(N)=O)c(NC(=O)c2ccoc2C)s1	0.3	6	2.3	-4	33	0.1	67*	88*	-6
CCC1(NC(C)=O)CC2CC1CC2NC(C)=O (stereo unspecified)	1.1	6	-0.66	-26	.	1	-5	-4	-9
S=P(c1ccc(N2CCOCC2)cc1N1CCOCC1)(N1CCOCC1)N1CCOCC1	0.7	8	.	.	.	0.8	25	18	.
CN(C)/C=C(\C#N)c1nc2ccccc2[nH]1	1.1	5	-0.25	27	-5	1.1	-10	-12	-51
CCCCNC(=O)CN(C1CCCCC1)S(C)(=O)=O	0.7	1	-0.95	14	-12	0.3	31	74*	-52

Exported as labelled records: entries from further up.
CCOC(=O)C(NCc1ccccc1)(NC(=O)c1ccccc1)C(F)(F)F (stereo unspecified)
  CYP2C19 activ = 0.5 | Candida biofilm = 11 | DAT uptake mod = -0.27 | VCAM1 TNFa inh = -10 | HUVEC tox TNFa = -8 | CYP2C9 act = 0.6 | CYP2C19 inhib = 52* | CYP2C9 inh = 37 | HUVEC tox IL1B = -8

CCN1CCN(C(=O)CCc2nc3ccccc3c(=O)[nH]2)CC1
  CYP2C19 activ = 1 | Candida biofilm = 1 | DAT uptake mod = -0.065 | VCAM1 TNFa inh = -15 | HUVEC tox TNFa = -3 | CYP2C9 act = 0.9 | CYP2C19 inhib = 1 | CYP2C9 inh = 6 | HUVEC tox IL1B = 2

Next results:
SMILES	CYP2C19 activ	Candida biofilm	DAT uptake mod	VCAM1 TNFa inh	HUVEC tox TNFa	CYP2C9 act	CYP2C19 inhib	CYP2C9 inh	HUVEC tox IL1B
CC(=O)NC1CC2CCCC(C1)N2CC(=O)NCc1ccc(F)cc1 (stereo unspecified)	0.9	5	-0.021	-7	-7	0.9	6	8	-5
Cc1sc(NC(=O)c2ccc(Cl)s2)c(C(N)=O)c1C	1.1	-2	-0.035	26	-7	1	-12	-5	-8
CC(C)(C)NC(=O)COc1ccc(CNn2nnnc2N)cc1	1.1	-2	1.2	-4	-20	1	-9	-5	18
CC(C)OC(=O)CCc1nc2ccccc2[nH]c1=O	0.2	5	2.1*	11	2	0.6	76*	44	-22
Cc1sc(NC(=O)C2CCCCC2C(=O)O)c(C(N)=O)c1C (stereo unspecified)	1	2	0.46	-8	12	0.9	0	12	-16
CCOC(=O)Cc1csc(NC(=O)CSc2nnnn2-c2ccc(CC)cc2)n1	0.1	3	-0.52	-5	27	0.2	88*	77*	-2
CCn1c(SCc2ccccc2)nnc1-c1cccs1	.	7	0.24	-2	9	.	.	.	-20
CCOc1ccc(N2C(=O)CS/C2=C(\C(Cl)=C(Cl)Cl)[N+](=O)[O-])cc1	0.6	2	0.3	4	-20	0.5	38	55*	-9
O=C(N1CCOCC1)n1nnc2ccccc21	0.9	.	.	9	-3	1	14	-4	1
O=[N+]([O-])c1cccc(Cl)c1NCCNS(=O)(=O)c1ccccc1	0.4	.	0.85	8	-21	2*	60*	-105	-14
COC(=O)c1c(C(=O)OC)c(C)n(Cc2ccco2)c1C	0.6	1	-0.0035	8	4	1	41	0	-23
Cc1ccccc1OCc1nc(-c2ccc(NC(=O)c3ccco3)cc2)no1	.	5	-0.4	15	0	.	.	.	-25
c1ccc2c(-c3nc(-c4ccncc4)no3)cccc2c1	0.1	3	-0.32	3	3	0.8	89*	23	6
Cc1cc(C)n(-c2nc3c(c(=O)[nH]c(=O)n3C)n2CCc2ccccc2)n1	0.8	6	-1.7	2	-8	1	25	2	4
COC(=O)c1ccc(N2C(=O)CC(N3CCOCC3)C2=O)cc1 (stereo unspecified)	1.2	10	0.19	12	-20	1.2	-22	-22	-31
CSc1ccccc1C(=O)Nc1ccc(C)c(C)c1	0.8	7	1.2	-1	-4	1.4	25	-40	-25
CCOc1ccc(/C=C/C(=O)Nc2ccc(N3CCOCC3)cc2)cc1	1.1	.	.	8	22	1	-10	-2	-48
O=C(NC(=S)NNC(=O)c1cccs1)c1ccco1	1.1	.	.	-2	1	0.9	-8	11	22
COC(=O)c1sccc1NC(=O)Cn1nnc(-c2ccc(C)cc2)n1	0.9	-1	-0.67	4	0	0.8	7	23	4
Cc1ccc(-c2nnc(-c3ccc(NC(=O)Cc4cccs4)cc3)o2)cc1	0.5	.	-0.37	7	0	0.2	53*	84*	15
CC(C)NC(=O)CN(CCc1ccccc1)S(C)(=O)=O	0.2	4	-0.13	9	3	0.9	82*	11	-5
CCN(CC(=O)NCc1cccs1)c1nnnn1-c1ccccc1	0.7	9	-0.42	9	1	1	27	-2	8
O=C1N=C(N2CCCC2)S/C1=C\c1cccc(Br)c1	0.4	2	-0.45	12	-28	1.4	58*	-42	-148
COc1ccc2c(c1)C(c1ccccc1)=NNC(c1ccco1)=N2	0.7	.	0.34	1	2	0.8	27	16	32
COC(=O)c1ccccc1S(=O)(=O)N(CCCN1CCOCC1)Cc1cccs1	.	9	-0.078	-25	.	.	.	.	10
(listing goes on)
SMILES	CYP2C19 activ	Candida biofilm	DAT uptake mod	VCAM1 TNFa inh	HUVEC tox TNFa	CYP2C9 act	CYP2C19 inhib	CYP2C9 inh	HUVEC tox IL1B
Cc1ccc(NC(=O)C2CCCN(S(=O)(=O)c3cccs3)C2)cc1 (stereo unspecified)	0.8	4	-1	-14	-25	0.7	19	30	-31
COc1ccc(/C=N/NC(N)=S)cc1OC(=O)c1cccc2ccccc12	0.7	.	-0.26	11	22	0.4	29	58*	-12
COc1ccc(CCNC(=O)CSc2nc(O)c(CC(C)C)c(=O)[nH]2)cc1OC	0.8	-2	0.39	.	.	0.8	22	15	.
Cc1ccc(CSc2nc3c(c(=O)[nH]c(=O)n3C)n2CCC(C)C)cc1	0.4	-3	-0.33	-2	-10	0.3	61*	75*	1
CC(C(=O)NCc1cccs1)N1C(=O)c2ccccc2C1=O (stereo unspecified)	0.8	7	-0.84	22	-14	0.8	24	24	3
COc1ccccc1-c1noc(CCC(=O)Nc2ccccc2Cl)n1	0.2	1	-0.84	5	-20	0.7	79*	33	7
CCN(Cc1ccccc1)C(=O)C1CCC(CNc2c(N3CCOCC3)c(=O)c2=O)CC1 (stereo unspecified)	1.1	10	-0.23	-2	-22	1	-11	-2	-11
CCOCCCNC(=O)N1CCOCC1	1.1	8	0.19	-13	-15	1.1	-13	-11	-50
O=C(CC1Oc2ccccc2NC1=O)NCCCN1CCCC1=O (stereo unspecified)	1.2	6	-0.75	-4	-20	1.4	-19	-35	-3
COc1cccc2cc(C(=O)N3CCc4ccccc4C3)c(=O)oc12	0.7	.	-0.17	.	.	2*	27	-97	.
CC(C)(C)OC(=O)N[C@@H](Cc1ccccc1)c1nnc(S(=O)(=O)Cc2ccccc2)o1	0.5	.	-0.0094	8	-14	0.6	46	44	-113
CCc1nc(N2CCCC2C(=O)O)c2oc3ccccc3c2n1 (stereo unspecified)	1	12	0.21	2	-12	1	3	-2	-8
CCC(=O)OCc1c(C(F)(F)F)nn(C)c1Oc1cccc(C(F)(F)F)c1	0.4	.	-0.38	-8	-4	0.7	58*	34	-18
O=C(NCC(=O)N(CC1CCCO1)C1(C(=O)NC2CCCC2)CCCCC1)c1ccccc1 (stereo unspecified)	1.1	.	1	-1	5	1.1	-6	-10	6
N#CCCn1cc(/C=N/O)c(-c2ccc(-c3ccccc3)cc2)n1	1.1	6	0.012	36	0	0.8	-6	15	21
Cc1ccc(Cn2cccc(NC(=O)NC3CCCCC3)c2=O)cc1	0.4	4	0.064	13	10	0.7	65*	33	-5
CCC(C)NC(=O)CSC1=Nc2ccccc2C2=NC(c3ccccc3)C(=O)N12 (stereo unspecified)	0.8	-1	0.96	6	-11	0.5	24	46	-12
Nc1c(-c2cccs2)cnn1-c1nc(-c2ccc(Cl)cc2Cl)cs1	1	.	-1.9	2	2	1	0	2	-48
O=C1Nc2cc(Cl)c(Cl)cc2N(O)N1c1ccc(Cl)c(Cl)c1	0.9	9	0.013	4	-12	0.5	12	54*	33
CCOc1cc(/C=N\NC(=O)c2ccc(NC(=O)C(C)(C)C)cc2)ccc1OC(=O)c1ccc(C)cc1	0.9	.	0.024	-10	-22	0.8	12	23	-12
CCn1c(SCC(=O)Nc2nc(C)cs2)nnc1-c1ccco1	0.6	10	-0.084	-28	-10	1	38	3	-18
c1ccc(C2=Nn3c(nnc3-c3n[nH]c4c3CCC4)SC2)cc1	0.5	8	0.33	10	-35	0.9	50	11	-10
